14-3-3g Raf: modulators of human 14-3-3 gamma - Raf peptide interaction. P61981. FP, 14-3-3gamma / TMR-pS259-Raf peptide binding. inhibition, % at 40 µM. actives 0.19% (n = 160,000). AID 422; in the data active = inhibition above about 30%;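 also: 0% = protein plus tracer without compound and 100% = blank with tracer alone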
Target sequence (P61981 whole entry, looked up): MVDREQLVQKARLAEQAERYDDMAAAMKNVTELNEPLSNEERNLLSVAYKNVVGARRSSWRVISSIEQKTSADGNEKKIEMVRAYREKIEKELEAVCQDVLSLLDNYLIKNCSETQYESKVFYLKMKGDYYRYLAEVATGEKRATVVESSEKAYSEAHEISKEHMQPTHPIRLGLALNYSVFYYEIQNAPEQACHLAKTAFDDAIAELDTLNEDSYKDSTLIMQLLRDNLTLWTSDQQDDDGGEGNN
An asterisk follows results filed as active; & = joins results of further samples.

SMILES | 14-3-3g Raf
COC(=O)c1ccc(CSc2nc3ccccc3c(=O)n2-c2cccc(OC)c2)o1 | -10.7
CCCCOC(=O)Cn1c(=O)c2c(nc(Br)n2Cc2ccccc2)n(C)c1=O | -6.9
O=C(Cn1cc(C(=O)C(F)(F)F)c2ccccc21)N1CCc2ccccc2C1 | -7.2
N#CC1=C(N)Oc2c(sc3ccccc23)C1c1ccco1 (stereo not drawn) | -16.1
COc1ccc(OC)c(CN2CCN(Cc3c[nH]c4ccccc34)CC2)c1 | 0.9
CN(C)c1ccc(C=Nc2ccccc2O)cc1 | -7.0
CCn1c(=NC(=O)c2ccc(S(=O)(=O)N3CC(C)CC(C)C3)cc2)sc2cc(F)ccc21 (stereo not drawn) | -6.3
COc1cccc(C2C(C(=O)OCc3ccccc3)=C(C)NC3=C2C(=O)CC(C)(C)C3)c1OC (stereo not drawn) | -5.5
O=C(c1ccc(Cl)cc1)c1coc2ccccc2c1=O | -12.3
CCOC(=O)c1c(=O)n(O)c2ccc(C)cc2[n+]1[O-] | -0.2
O=C(CCCc1c[nH]c2ccccc12)N1CCN(c2ccc(N3CCOCC3)nn2)CC1 | -1.7
O=C(c1cccc(C(=O)N2CCc3ccccc32)n1)N1CCc2ccccc21 | -0.8
Cc1ccc(S(=O)(=O)N2CCCC2C(=O)Nc2nccs2)cc1 (stereo not drawn) | -0.6
O=C(O)CCCNC(=O)c1cncc(Br)c1 | -2.4
O=C(CSc1nc2cc3c(cc2c(=O)n1Cc1ccc2c(c1)OCO2)OCO3)Nc1ccc(F)cc1 | -14.6
COc1ccccc1CNC(=O)CCn1c(=O)c2ccccc2n(Cc2c(C)cc(C)cc2C)c1=O | 1.5
Cc1noc(NS(=O)(=O)c2ccc(NC(=O)CCN3C(=O)c4ccccc4C3=O)cc2)c1C | 4.3
COc1ccccc1N1CCN(C(=O)C(NS(=O)(=O)c2cccs2)c2ccccc2)CC1 (stereo not drawn) | -7.8
Cc1csc(NC(=O)CCC(=O)N(CC(=O)NC2CCCC2)Cc2ccco2)n1 | 2.0
O=C(O)COc1ccc2nsnc2c1Cl | 2.7
COc1ccc(-c2ccc(SCC(=O)NCc3ccco3)nn2)cc1OC | -11.9
CC(=O)Nc1cccc(NC(=O)c2oc3ccccc3c2C)c1 | 5.9
CC(=O)N(CCC(c1ccc(C)cc1)c1ccco1)Cc1ccccc1 (stereo not drawn) | -18.3
CCN(CC)CCNC(=O)c1ccc2nc(C)c(C)nc2c1 | -10.2
CC12c3ccccc3C(C)(c3ccccc31)C1C(=O)N(c3cccc([N+](=O)[O-])c3)C(=O)C12 (stereo not drawn) | -32.3
CC(=O)Nc1cc(C(=O)N2CCc3ccccc3C2)ccc1Sc1ccc(C)cc1 | 4.3
Cc1[nH]c2ccccc2c1SCCNC(=O)c1cccc([N+](=O)[O-])c1 | 5.8
COc1cc(NC(=O)C(C)C)ccc1NC(=O)c1ccco1 | -7.2
COc1ccccc1N1C(=O)CC(Sc2nc(C)cc(C)n2)C1=O (stereo not drawn) | 1.7&-6.9
COc1ccc(CCN2C(=O)CC(C(=O)Nc3ccc(F)cc3)SC2=Nc2ccccc2)cc1OC (stereo not drawn) | -26.2

(list continues)
SMILES | 14-3-3g Raf
CCN1CCN(Cc2ccc(NC(=O)Nc3ccccc3Cl)cc2)CC1 | 1.3
CCc1cc2c(=O)c(-c3nc4ccccc4n3C)c(C(F)(F)F)oc2cc1O | 3.1
Oc1ccccc1-c1nnc2n1N=C(c1ccc(Br)s1)CS2 | -10.0
COc1ccccc1-c1cc(=O)[nH][nH]1 | 1.8
Cc1ccc2c(c1)C(c1ccccc1)CC(C)N2C(=O)c1ccco1 (stereo not drawn) | -1.0
O=S(=O)(NCC1OCCc2ccccc21)c1ccc(S(=O)(=O)N2CCOCC2)cc1 (stereo not drawn) | 1.1
C=CCOC(=O)C1=C(C)NC(=O)NC1c1ccc(O)c(OC)c1 (stereo not drawn) | 0.4
O=C(COc1ccccc1P(=O)(O)O)Nc1ccc(Cl)cc1 | -12.5
CCn1c(C(=O)Nc2ccsc2C(=O)OC)cc2sc(Cl)cc21 | -7.9
O=C(O)C1CCCCC1C(=O)Nc1ccc(Cl)cc1 (stereo not drawn) | 4.1
COc1cccc(C(=O)Nc2cccc(SC)c2)c1 | -6.2
CC(C)C(c1nnnn1C1CCCCC1)N1CCN(c2ncccn2)CC1 (stereo not drawn) | -1.6
O=C(Cn1cnc2c(cnn2-c2ccccc2)c1=O)NCCc1ccccc1 | -3.5
C=CCNC(=O)c1cc2c(=O)n3cccc(C)c3nc2s1 | -1.6
Cc1ccc(-c2nnn(CC(=O)Nc3ccccc3-c3ccccc3)n2)c(-n2cnnn2)c1 | -9.0
O=C(Nc1ccccn1)c1ccc2ccccc2n1 | 0.7
O=c1cc(-c2ccccc2)nc(N2CCCCC2)[nH]1 | -2.0
Cc1cccc(-c2nc(CS(=O)CC(=O)NC3CCCC3)c(C)o2)c1 (stereo not drawn) | -4.1
Cc1ccc(CNS(=O)(=O)c2cc(C(=O)O)ccc2F)cc1 | 0.0
COCn1c(COc2ccc3ccccc3c2)nc2ccccc21 | 7.2
O=C(CN(Cc1ccccc1F)C(=O)Cn1nnc(-c2cccs2)n1)NCC1CCCO1 (stereo not drawn) | -3.1
COc1ccc(-n2nnnc2C2(Nc3ccc(C)cc3)CCCCC2C)cc1 (stereo not drawn) | 10.7
Clc1ccccc1-c1nnc2sc(-c3ccc(Br)o3)nn12 | -3.2
CCSc1nnc(-c2ccc(C)c(S(=O)(=O)NCc3cccnc3)c2)c2ccccc12 | -11.8
CC(=O)N(CCN(C(C)=O)c1ccccc1)c1ccccc1 | -1.3
COCCn1c(COc2cccc(OC)c2)nnc1SCC(=O)N1CCOCC1 | -9.1
Cc1cc(C)cc(NC(=O)CCOc2ccccc2)c1 | -4.7
CC(c1ccccc1)c1nnc(N)s1 (stereo not drawn) | -11.0
Cc1cccc(-n2c(Cn3nc(C)cc3C)n[nH]c2=S)c1 | 2.6
Cc1nc(SCC(=O)N2CCCc3ccccc32)c2oc3ccccc3c2n1 | -7.4

Next part; the last 4 above are carried over.
SMILES | 14-3-3g Raf
Cc1cc(C)cc(NC(=O)CCOc2ccccc2)c1 | -4.7
CC(c1ccccc1)c1nnc(N)s1 (stereo not drawn) | -11.0
Cc1cccc(-n2c(Cn3nc(C)cc3C)n[nH]c2=S)c1 | 2.6
Cc1nc(SCC(=O)N2CCCc3ccccc32)c2oc3ccccc3c2n1 | -7.4
COc1ccccc1NC(=O)N1CCN(c2cccc(C(F)(F)F)c2)CC1 | 4.2
O=C(CCn1c(=O)[nH]c2ccccc2c1=O)Nc1ccccc1 | -5.8&-2.5
CCCc1nc2c(=O)n(C)c(=O)[nH]c2n1C | -9.6
CCc1ccccc1N(C)C(=O)Cn1cnc2sc(C)c(S(=O)(=O)N3CCC(C)CC3)c2c1=O | -1.3
CC1=CC(C)(C)Nc2ccc(OC(=O)C(Cc3ccccc3)N3C(=O)C4CCCCC4C3=O)cc21 (stereo not drawn) | -28.2
COc1ccccc1OCC(=O)Nc1nc(-c2ccc(Cl)cc2)cs1 | -0.1
CC(=O)c1ccc(N2CCN(C(=O)CCn3c(=S)[nH]c4cc5c(cc4c3=O)OCO5)CC2)cc1 | -8.4
Cc1ccc(OCC(O)CN2CCN(CC(O)COc3ccc(C)cc3)CC2)cc1 (stereo not drawn) | -5.9
CCCCOC(=O)C1=C(C)Nc2nnnn2C1c1ccccc1OC(F)F (stereo not drawn) | 0.6
CC(=O)c1c(C)nn(CC(O)Cn2c3c(c4cc(C)ccc42)CCCC3=O)c1C (stereo not drawn) | 3.5&-5.5
O=[N+]([O-])c1ccc(N2CCN(S(=O)(=O)c3cccs3)CC2)cc1 | -4.2
CC(C)OP(=O)(c1ccc(N(C)C)cc1)C(O)c1c(Cl)cccc1Cl (stereo not drawn) | -5.9
COc1cccc(C2=CC(c3ccccc3)n3nnnc3N2)c1 (stereo not drawn) | -1.3
Cc1ccc(Sc2cc(C(=O)N3CCCCC3)c3ccccc3n2)cc1 | 4.6
Cc1ccc(NC(=O)NC(=O)CSc2nnnn2C)c(C)c1 | -1.5
O=S(=O)(c1cccs1)n1cnc2ccccc21 | -1.3
Cc1ccc(S(=O)(=O)N(CC(=O)NCc2ccncc2)c2ccc(Cl)c(C(F)(F)F)c2)cc1 | -1.1
CSc1ccc(C2N(c3ccccc3)CCN2c2ccccc2)cc1 | -7.2
Brc1ccc2c(c1)c1nc3ccccc3nc1n2CCN1CCOCC1 | -5.0
COc1ccc(N2CCN(C3OC(=O)c4ccccc43)CC2)cc1 (stereo not drawn) | -2.0
CCOc1ccc(N=Cc2c(O)ccc3oc4c(c23)CCCC4)cc1 | -7.7
O=C(c1cnn2c1NC(c1ccc3c(c1)OCO3)CC2C(F)(F)F)N1CCN(Cc2ccccc2)CC1 (stereo not drawn) | -0.6
c1ccc2c(c1)Cn1nc(Cc3nc4c(s3)CCCC4)nc1-2 | -6.6
COC(=O)c1ccc(NC(=O)c2cnc3scc(C)n3c2=O)cc1 | 4.1
CS(=O)(=O)N(CC(=O)N1CCOCC1)Cc1ccc(Cl)cc1 | -6.8
COc1ccc(-n2ncc3c(N(C)C4CCCCC4)ncnc32)cc1 | -4.3
COc1ccc2c(C)nc(Nc3nc(C)cc(=O)[nH]3)nc2c1 | -0.9&-7.6
CCc1nc(N2CCN(C(=O)c3ccccc3)CC2)c(C#N)c2c1COC(C)(C)C2 | 2.8
COc1cc2c(cc1OC)CN(C(=O)Cc1ccc(OC)c(S(=O)(=O)N3CCOCC3)c1)CC2 | 1.6
Cc1cc(C)c(O)c(N=Cc2c(O)ccc3cc([N+](=O)[O-])ccc23)c1 | -6.9

(next part)
SMILES,14-3-3g Raf
COc1cc2c(cc1NC(=O)c1cccc(Br)c1)oc1ccccc12,-1.1
COC(=O)C(C)C1Sc2ccccc2NC1=O (stereo not drawn),-4.4&3.1
N#Cc1cc(Oc2ccc(F)cc2)nc2ccccc12,-0.1
CC1(C)CC(=O)c2c(nc3sc(C(=O)N4CCOCC4)c(N)c3c2-c2ccccc2)C1,-8.4
COc1cc(NC(=O)c2cc(-c3ccco3)on2)cc(OC)c1OC,-63.2
Cn1c(=O)c2c(nc(SCCCC#N)n2Cc2ccccc2F)n(C)c1=O,13.7
O=C(NCCc1ccccc1)c1cnn2c1NC(c1ccc(Br)cc1)CC2C(F)(F)F (stereo not drawn),1.3
Cc1noc(C)c1S(=O)(=O)N1CCC(C(=O)N2CC(=O)N(CCc3ccccc3)C(=O)C2)CC1,-3.7
CCOc1cccc2cc(C(=O)Nc3ccc(OC)cc3)c(=Nc3ccc(C(=O)O)cc3)oc12,0.0
COC(=O)C(C(=O)Nc1ccccc1C)C1CCCC1 (stereo not drawn),-9.4
COc1ccc(Cl)cc1C(=O)Nc1ccc2nc(N3CCN(C)CC3)cc(C)c2c1,-5.9
CCOC(=O)C(CC)Sc1nc2c(c(=O)n1-c1ccccc1)SCC2 (stereo not drawn),-18.8
CCCS(=O)(=O)N1CCCC(C(=O)N2CCN(c3ncccn3)CC2)C1 (stereo not drawn),-2.5
Cc1ccc(C)c(N2CCN(S(=O)(=O)c3ccc4c(c3)OCCO4)CC2)c1,-1.9
CC(C)NC(=O)c1cc(-c2ccco2)on1,-8.5&-16.9
O=C(Nc1ccccc1)c1ccc(Br)c(S(=O)(=O)Nc2cccc([N+](=O)[O-])c2)c1,-14.8
C=CCNc1ncnc2sc(C)c(C)c12,2.1
C=CCn1c(SCC(=O)Nc2ccc(OC)cc2)nnc1-c1ccc2[nH]c(C)c(C)c2c1,1.8
CCOC(=O)CN(C(=O)CSc1nnc(CNc2ccc(C)cc2C)o1)c1ccccc1,3.2
CCN(CC)S(=O)(=O)c1ccc(C(=O)Oc2ccc3c(c2)OCO3)cc1,-1.6
CC1=C(C(=O)Nc2ccccc2)C(c2ccc3c(c2)OCO3)C2=C(CCCC2=O)N1 (stereo not drawn),6.2
CC1(c2cccnc2)CC(=O)c2cc(O)ccc2O1 (stereo not drawn),2.9
O=C(NC1CCCCCC1)c1nc2ncccn2n1,0.5
CCOCCCNc1ccc(N2C(=O)CCCC2=O)cc1[N+](=O)[O-],4.9
O=C(CCn1nc(-c2ccc(Cl)cc2)ccc1=O)N1CCN(Cc2ccccc2)CC1,-14.0
O=C(CSc1nnc2scc(-c3ccc(Cl)cc3)n12)NCc1ccco1,-3.6&2.4
O=[N+]([O-])c1ccccc1C1Oc2ccccc2C2CC(c3ccccc3)=NN21 (stereo not drawn),-8.3
CCc1ccccc1NC(=O)CCCCCN1C(=O)c2cccc([N+](=O)[O-])c2C1=O,-6.2
O=C1c2ccccc2NC(c2ccc(O)cc2)N1Cc1ccco1 (stereo not drawn),-18.6
Cc1cc(C)c(S(=O)(=O)Nc2ccc(O)c(C(=O)O)c2)cc1C,0.9

For convenience, part of the list above:
SMILES,14-3-3g Raf
CC1=C(C(=O)Nc2ccccc2)C(c2ccc3c(c2)OCO3)C2=C(CCCC2=O)N1 (stereo not drawn),6.2
CC1(c2cccnc2)CC(=O)c2cc(O)ccc2O1 (stereo not drawn),2.9
O=C(NC1CCCCCC1)c1nc2ncccn2n1,0.5
CCOCCCNc1ccc(N2C(=O)CCCC2=O)cc1[N+](=O)[O-],4.9

More results follow:
SMILES,14-3-3g Raf
Cc1ccccc1CN1CCN(CC(=O)NCc2ccccc2Cl)C1=O,1.5
COc1ccc(C(=O)Nc2ccc(NC(=O)c3ccccc3)cc2)cc1S(=O)(=O)N1CCOCC1,-11.3
COc1cccc(CNC(=O)C2(S(=O)(=O)c3ccc(C)cc3)CC2)c1,-4.9
O=C(Nc1cc(C(F)(F)F)ccc1N1CCOCC1)c1c(F)c(F)c(F)c(F)c1F,-8.9
COc1ccccc1Nc1cc(C(=O)N2CCc3ccccc3C2)c2ccccc2n1,-10.9
COc1ccc2nc(SCC(=O)Nc3ccc([N+](=O)[O-])cc3)[nH]c2c1,0.3
CC1(C)CC(=O)CC(=Nc2ccc3[nH]c(=O)[nH]c3c2)C1,-0.6

From PubChem BioAssay

Some of the compounds tested. The share of hits here may be higher or lower than overall.
